NS5 inhibitors = Dengue-2 NS5 methyltransferase inhibitors, primary screen, biochemical, confirmation dose response (AID 588689); Dengue-2 NS5 methyltransferase capping enzyme assay, biochemical; higher % means a stronger effect; Genome polyprotein (Dengue virus type 2 (strain 16681-PDK53)); one-dose inhibition, % at 25 µM; IC50 in µM for titrated hits; hit rate 0.3% among 340,000; in the data active = a potency from the dose series; inconclusive = inhibition above about 29% without an active follow-up result
KOR beta-arrestin-1 = KOR antagonists, beta-arrestin recruitment, cell-based, luminescence, uHTS (AID 1778). hit rate 0.091% among 290,000. inhibition, % at 10 µM; hits with a dose series show IC50 in µM. KOR beta-arrestin recruitment, luminescence, antagonist mode; higher % means a stronger effect. Kappa-type opioid receptor (Homo sapiens); also: strong numbers were not always called active
Yfh1-depleted yeast = enhancers of respiration in Yfh1-depleted yeast, dose response, Friedreich's ataxia, plus single-dose screen (AID 1465) | fold induction at 50 µM; hits with a dose series show EC50 in µM | S. cerevisiae Yfh1-off respiration, WST-1 reduction, 72 h; higher fold induction means a stronger effect | hit rate 0.074% among 220,000;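 active = fold induction of absorbance versus untreated yeast above a set limit, then at least 30% activation at any dose in follow-up; inconclusive = repeats straddling the limit, or above it without dose testing; inactive = fold induction below the set limit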;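 also: activators that raise dye reduction in frataxin-depleted yeast; strong numbers were not always called active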
HIV peptide binding = inhibitors of HIV fusion peptide binding, primary screen, biochemical, uHTS, fluorescence dequenching (AID 1986); hit rate 0.3% among 290,000; cell-free peptide binding, fluorescence dequenching, 30 min; higher % means a stronger effect; inhibition, % at 20 µM, or IC50 in µM where a hit was titrated; in the data active = inhibition mostly above about 52%, no sharp cut-off; inactive = mostly below about 76%; also: some results filed as inactive read as strong as hits
West Nile virus CPE = West Nile virus antiviral activity, cell-based, CPE readout (AID 1621) | CPE inhibition, % at 10 µM; hits with a dose series show IC50 in µM | hit rate 0.02% among 290,000 | West Nile virus-infected cells, CPE inhibition; higher % means a stronger effect; in the data active = a potency from the dose series; inconclusive = CPE inhibition mostly from about 3.7% at the one dose, without a potency; inactive = the rest, 99 in 100 with CPE inhibition below about 2.2%; also: strong numbers were not always called active
AID2073 = inhibitors of Mint1-CaV2.2 protein interaction, biochemical, HTRF (AID 2073); inhibition, % at 20 µM; hits with a dose series show IC50 in µM; hit rate 0.19% among 290,000; HTRF protein-protein interaction, Mint1-CaV2.2; higher % means a stronger effect; in the data active = inhibition mostly above about 51%, no sharp cut-off; inconclusive = no clear call, values can overlap the other calls; inactive = mostly below about 53%; also: some results filed as inactive read as strong as hits
HEK293 NOD2/NF-kB = NOD2 signaling inhibitors, cell-based, luminescence, uHTS, HEK293 (AID 1566); hit rate 0.63% among 290,000; HEK293 NOD2/NF-kB luciferase reporter, luminescence; higher % means a stronger effect; one-dose inhibition, % at 4 µM; EC50 in µM for titrated hits; also: many of its hits are not listed in these tables
KOR beta-arrestin-2 = KOR agonists, beta-arrestin recruitment, primary screen, cell-based, luminescence, uHTS (AID 1777) | Kappa-type opioid receptor (Homo sapiens) | KOR beta-arrestin recruitment, luminescence; higher % means a stronger effect | one-dose activation, % at 10 µM; EC50 in µM for titrated hits | hit rate 0.02% among 280,000; in the data active = activation above about 50%, passing the limit was not always enough; also: a part of the inactive calls stands beside numbers as strong as those of hits
NOD1 NF-kB reporter = NOD1 signaling inhibitors, primary screen, cell-based, luminescence, uHTS (AID 1578); hit rate 1% among 290,000; NOD1-driven NF-kB luciferase reporter cells, luminescence; higher % means a stronger effect; inhibition, % at 4 µM; hits with a dose series show EC50 in µM; in the data active = inhibition mostly above about 36%, no sharp cut-off; inactive = mostly below about 34%;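 also: HEK-293T reporter cells stimulated with the NOD1 agonist gamma-tri-DAP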
Starred values were filed as active, the others as inactive; i = inactive; ? = inconclusive; / = no result given; [ ] = another dose, or the depositor's remark. Rule as the data show it, unless noted: active = inhibition above about 50%; inactive = the rest.

SMILES	NS5 inhibitors	KOR beta-arrestin-1	Yfh1-depleted yeast	HIV peptide binding	West Nile virus CPE	AID2073	HEK293 NOD2/NF-kB	KOR beta-arrestin-2	NOD1 NF-kB reporter
COc1cccc(C=NCCCN=Cc2cccc(OC)c2O)c1O	5%	15%	/	1.8%	-0.2%	36%	13%	-2.8%	-18%
O=C(O)c1cc(Cl)c(Cl)cc1C(=O)N(Cc1ccccc1)Cc1ccccc1	-5%	-45%[20 µM]	/	19%	-0.1%	-2%	8%	-0.1%	6%
Cc1[nH]c2ccc(F)cc2c1CCN(Cc1cccnc1)C(=S)Nc1ccc(F)cc1	-1%	-48%	i	-0.9%	-1.2%	-20%	22%	3.1%	-8%
COc1ccc(N2C(=O)C(F)(F)C2c2cccc(F)c2)cc1 (configuration not stated)	-7%	-22%	i	0.9%	-0.3%	5%	18%	-2.8%	-34%
Cc1nn(-c2ccccc2)c(CC(C)(C)C(=O)O)c1C(=O)O	9%	-12%	i	0.2%	0.1%	4%	23%	-3.4%	-4%
CC(=O)N1CCN(c2ccc(NC(=O)c3ccc(C)c([N+](=O)[O-])c3)cc2)CC1	-8%	-11%	/	-1.4%	-0.7%	1%	4%	10%	21%
O=C(COc1ccc(C(=S)N2CCC(Cc3ccccc3)CC2)cc1)N1CCOCC1	9%	10%	i	-2.5%	-1.1%	-9%	15%	-1.0%	-12%
Cc1cccc(NC(=O)c2ccc(CN3CCN(Cc4ccccc4)CC3)cc2)c1	-9%	-21%	i	-0.9%	-0.8%	-17%	23%	2.5%	17%
Cc1ncc(CN2CCCCC2C(=O)Nc2ccc(Oc3ccccc3)nc2)cn1 (configuration not stated)	1%	-18%	/	0.1%	-0.5%	36%	-4%	-1.1%	-36%
COc1ccc(-c2cn(Cc3cccc(OC)c3)nn2)cc1	-11%	14%[20 µM]	/	1.9%	-0.3%	-1%	-9%	2.2%	60%
COc1ccc(-c2cc(Nc3ccccc3NC(=O)C(F)(F)F)n(CCC#N)n2)cc1	-9%	34%	i	-0.7%	-0.9%	-2%	-14%	11%	-30%
Cc1cc(NCCCN2CCOCC2)n2ncc(-c3ccccc3)c2n1	-6%	-18%	i	-5.0%	-0.4%	9%	-94%	-5.3%	-102%
O=c1ccc(-c2ccc(S(=O)(=O)Nc3cccc([N+](=O)[O-])c3)s2)n[nH]1	-2%	-26%	/	1.1%	0.4%	7%	12%	0.3%	-18%
C=CCn1c(SCC(=O)c2cc(C)n(C)c2C)nnc1-c1ccncc1	-2%	-4%	i	6.1%	-0.1%	13%	14%	0.0%	-18%
COc1ccccc1-n1cnnc1SCC(=O)N1CCN(C(=O)c2ccco2)CC1	-13%	-10%	i	0.6%	-0.3%	32%	4%	4.1%	-24%
Cc1cc(C)nc(SCc2nnc(SCC(=O)Nc3nc(-c4ccccc4)cs3)n2-c2ccccc2)n1	3%	-19%	i	-1.6%	0.7%	12%	6%	/	6%
OC(CN1C2=NCCCN2c2ccccc21)c1ccc(Cl)cc1 (configuration not stated)	-5%	42%	i	0.4%	-0.4%	-8%	13%	-6.7%	-1%
O=C(c1ccco1)N1CCN(c2ncnc3c2[nH]c2ccc(Br)cc23)CC1	-3%	23%	/	0.8%	/	-14%	16%	-1.6%	53%
O=S1(=O)[C@H]2C[C@@H]3C=C[C@]2(CN1Cc1ccc(C(F)(F)F)cc1)O3	-6%	9%	i	1.9%	-0.3%	12%	11%	-3.2%	-4%
O=C(c1ccc(S(=O)(=O)N2CCCCC2)cc1)N1CCc2ccccc2C1	2%	-31%[20 µM]	i	1.8%	-0.6%	-1%	13%	/	-31%
CCOC1=NN(c2ccccc2)C(=O)/C1=C\N(C)C	-4%	-41%	/	-1.0%	/	12%	-3%	0.9%	-11%
Cc1ccc(C)c(S(=O)(=O)Nc2ccccc2C(=O)Nc2ccc(S(=O)(=O)Nc3ncccn3)cc2)c1	>100µM*	-56%	i	26%	1.1%	16%	11%	2.4%	1%
CCN(C1CCCCC1)S(=O)(=O)c1ccc(OC)c(C)c1	1%	12%	i	0.4%	0.0%	-2%	3%	2.0%	-5%
Cc1ccc(C2=NC(C)(C)NC2=O)cc1	-2%	25%	i	-0.6%	-0.2%	6%	1%	-3.0%	-3%
CCOc1ccc(S(=O)(=O)NCCC(=O)OCC(=O)c2ccc[nH]2)cc1	-1%	31%	i	2.1%	2.3%	30%	20%	-0.5%	-29%
N#C/C(=C\c1ccccc1OCc1ccc(C(=O)O)cc1)C(=O)Nc1ccc(O)cc1	27%	-15%	i	21%	0.0%	6%	-17%	-1.3%	-19%
N#CC1=C(N)Oc2n[nH]c(-c3cccnc3)c2C1c1ccc([N+](=O)[O-])o1 (configuration not stated)	10%	-7%	i	-2.2%	0.2%	-3%	18%	8.6%	-24%
O=C(Cn1cccc1C(=O)c1ccccc1)NCCCc1ccccc1	-15%	-5%	/	-0.2%	-0.6%	-6%	-1%	-2.0%	-8%
COc1ccc(-c2ccc(C(C)=O)cc2)cc1[C@H]1[C@@H]2C=CCC[C@@]2(C)C(=O)N1Cc1ccccc1	-7%	5%	i	0.3%	-0.3%	7%	-30%	4.5%	7%
COc1cccc(CNC(=O)c2cccc(NC(=O)C3=C(C)OCCS3)c2)c1	-1%	-1%[20 µM]	/	-1.0%	-0.5%	8%	15%	-3.8%	3%
CSc1ncc(CN2CCC(C(=O)Nc3cccc(-c4cscn4)c3)CC2)cn1	-3%	-20%	/	-0.8%	-0.7%	15%	6%	3.0%	-15%
Cc1cc(C)nc(SC2CCCCC2NS(=O)(=O)c2ccc(Cl)cc2)n1 (configuration not stated)	1%	17%	i	2.2%	-1.6%	0%	-1%	-0.5%	-2%
CC(=O)Nc1ccc(S(=O)(=O)N2CCSC2c2ccc(C)cc2)cc1 (configuration not stated)	2%	-4%	i	0.6%	-0.3%	16%	-5%	24%	30%
CC(=O)c1c(C)[nH]c(C(=O)OCC(=O)NCC(C)C)c1C	-2%	-10%	i	-0.7%	-0.7%	0%	29%	-3.1%	-13%
Cc1cc(C)c2[nH]c(=O)c(CN(C(=O)C3CCCO3)C3CCCC3)cc2c1 (configuration not stated)	/	-4%	i	1.8%	0.1%	-2%	8%	-0.5%	-5%
Cc1ccc(C(=O)CCC(=O)N2CCN(C(=O)c3ccco3)CC2)cc1	-4%	-10%	i	0.3%	-0.5%	0%	-2%	1.6%	1%
CN1CCc2nc(SCC(=O)Nc3ccc(F)cc3)c(C#N)cc2C1	/	-5%	i	7.1%	-0.3%	10%	2%	-2.0%	/
Cc1ccc(C)c(-c2cc(C(=O)Nc3cccnc3)c3ccccc3n2)c1	-6%	-37%	/	0.1%	-0.6%	3%	29%	-1.5%	2%
CC(=O)CCc1c(C)c2cc(C)ccc2[nH]c1=O	-5%	-10%	i	1.3%	0.3%	-5%	0%	-5.7%	-50%
Fc1ccccc1CSc1nnc(Cn2cnc3ccccc32)n1-c1ccccc1	-8%	6%	i	-1.9%	-0.8%	-2%	-7%	-0.7%	-24%
N#CC1(c2ccc(NC(=O)c3ccccc3)cc2)CCCC1	-6%	-13%	i	-1.9%	1.3%	4%	-240%	4.0%	-30%
COC(=O)CCC(=O)N1CN2CN(C(=O)CCC(=O)OC)CC([N+](=O)[O-])(C2)C1	-15%	5%	i	-2.0%	0.3%	3%	-16%	/	18%
Cc1cc(C)c[n+](-c2nc3ccccc3nc2[N-]S(=O)(=O)c2ccc(Cl)cc2)c1	0%	-20%	i	10%	0.0%	6%	1%	-1.2%	2%
CCN(Cc1ccccc1)Cc1cccc([N+](=O)[O-])c1	-8%	1%	i	-3.5%	0.5%	-3%	19%	1.8%	/
COC(=O)Nc1nc(-c2ccccc2)c(C(=O)c2ccc(Cl)cc2)s1	-3%	-4%	i	-2.1%	0.4%	3%	-32%	-2.6%	-6%
O=C(Nc1ccccc1[N+](=O)[O-])c1nc[nH]c1C(=O)NCCO	-6%	5%	i	-0.1%	-0.4%	-7%	17%	-0.3%	8%
COc1ccccc1N1CCN(C(=O)CNC(=O)c2cn(-c3ccccc3OC)c(=O)c3ccccc23)CC1	-8%	-12%	i	-0.8%	-0.3%	-11%	-4%	-0.4%	-43%
O=C(NC1CCOCC1)C1CCC(=O)N(Cc2cccc(C(F)(F)F)c2)C1 (configuration not stated)	-5%	-34%	/	0.0%	0.3%	11%	3%	-2.8%	-12%
COc1ccccc1Nc1nnc(SCc2nnc(-c3cc(OC)c(OC)c(OC)c3)o2)s1	-5%	-12%	i	0.0%	0.5%	-11%	20%	-0.4%	13%
Cc1[nH]c2ccc(OC(F)(F)F)cc2c1CCN1C(=O)c2ccc(C(=O)O)cc2C1=O	-3%	15%	/	26%	0.0%	12%	9%	1.6%	-12%
CN(C)c1ccccc1C(=O)N1CCCC(Nc2ccc(F)cc2)C1 (configuration not stated)	-4%	-4%	/	-0.3%	-0.2%	-7%	9%	-1.5%	-14%
COc1ccc(/C=C(/NC(=O)/C=C/c2ccccc2)C(=O)O)cc1	-2%	-6%	i	3.9%	1.2%	4%	5%	1.1%	-32%
CCOC(=O)c1c(CN(C)C)n(C)c2ccc(OC(C)=O)cc12	1%	-20%	i	-1.2%	0.1%	-7%	-3%	-4.3%	1%
CCOC(=O)c1c(C)oc2c1c1c(c3ccccc32)OCN(Cc2ccccn2)C1	9%	-3%	i	4.8%	-0.4%	13%	18%	8.0%	44%
CCOC(=O)C1=C(O)/C(=C/c2cn(CC(=O)N3CCCC3)c3ccccc23)SC1=Nc1ccccc1	?	-29%	i	3.0%	0.9%	19%	7%	-0.7%	-25%
Cc1ccnn1CC(=O)N/N=C/c1cn[nH]c1-c1ccccc1	2%	5%	i	1.3%	0.2%	-3%	-6%	-3.7%	-10%
COC(=O)c1[nH]c2ccc(Br)cc2c1NC(=O)CN1CCCCC1CCO (configuration not stated)	-8%	14%	i	-1.5%	-0.4%	11%	-30%	-0.2%	13%
COc1ccc(Cc2nnc(-c3ccccc3)o2)cc1	-2%	-6%	i	0.7%	-0.8%	-11%	-19%	-3.9%	-6%
Cc1ccc(CNC(=O)C2CCN(S(=O)(=O)c3c(C)noc3C)CC2)cc1	-1%	19%	i	-2.0%	-0.1%	-2%	14%	1.1%	-15%

Bioassay records (PubChem)

Only part of the results is shown, so the mix of outcomes need not match the whole.
